# Source: PubChem BioAssay
# EPAC1 ag – qHTS for Agonist of cAMP-regulated guanine nucleotide exchange factor 3 (EPAC1): primary screen; EPAC1 agonist qHTS, biochemical assay; response scale: 100% = response to 6.5 mM cAMP; AID 720707, 2013; Potency, µM (doses to about 154 µM), without a hit: at the top dose activation, most hits filed as activators; hit rate 0.073% among 360,000; also: potency is read from the fitted curve at half-maximal effect; nearly all actives have a fitted effect of over 60% in size
# Target sequence (O95398 whole entry, looked up): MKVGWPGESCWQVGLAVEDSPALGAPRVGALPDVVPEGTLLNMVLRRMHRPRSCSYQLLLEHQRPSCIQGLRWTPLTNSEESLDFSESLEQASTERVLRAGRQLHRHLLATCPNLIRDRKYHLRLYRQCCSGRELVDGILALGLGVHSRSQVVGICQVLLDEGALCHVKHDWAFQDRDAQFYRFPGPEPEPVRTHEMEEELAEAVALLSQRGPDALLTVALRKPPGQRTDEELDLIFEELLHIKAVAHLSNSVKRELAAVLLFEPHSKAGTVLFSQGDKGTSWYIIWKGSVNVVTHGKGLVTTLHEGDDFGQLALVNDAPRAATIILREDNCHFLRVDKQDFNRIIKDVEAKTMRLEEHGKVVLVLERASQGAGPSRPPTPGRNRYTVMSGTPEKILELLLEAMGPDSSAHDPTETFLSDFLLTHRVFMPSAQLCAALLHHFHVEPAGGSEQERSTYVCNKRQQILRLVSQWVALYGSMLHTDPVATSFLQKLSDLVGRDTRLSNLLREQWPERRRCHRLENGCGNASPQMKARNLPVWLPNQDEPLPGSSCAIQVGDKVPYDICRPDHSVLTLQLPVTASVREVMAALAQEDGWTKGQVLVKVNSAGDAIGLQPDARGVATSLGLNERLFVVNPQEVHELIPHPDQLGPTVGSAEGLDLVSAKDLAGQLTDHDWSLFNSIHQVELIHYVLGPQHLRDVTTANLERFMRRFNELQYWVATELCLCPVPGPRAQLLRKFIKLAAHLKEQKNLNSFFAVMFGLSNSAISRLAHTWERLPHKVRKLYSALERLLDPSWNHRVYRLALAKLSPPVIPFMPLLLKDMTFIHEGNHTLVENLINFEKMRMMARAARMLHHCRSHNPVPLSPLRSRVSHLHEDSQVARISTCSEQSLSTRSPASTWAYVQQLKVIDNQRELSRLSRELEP
#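 Nucleotide exchange assay: 100 nM EPAC1 with 250 nM Rap1B loaded with BODIPY-GDP and 50 uM GDP, room temperature. Fluorescence (480/540 nm) read every 5 min for 30 min; signal change normalized to 6.5 mM cAMP as full agonist.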
# PLK1 PBD inh – qHTS for Inhibitors of PLK1-PDB (polo-like kinase 1 - polo-box domain): Primary Screen | hit rate 2.8% among 360,000 | Potency, µM, inactives show max response, negative = inhibition, hits mostly inhibitors | Serine/threonine-protein kinase PLK1 (Homo sapiens), P53350 | Plk1 PBD binding of FITC phosphopeptide, fluorescence polarization | AID 720504, 2013; also: potency is read from the fitted curve at half-maximal effect; series mostly up to about 57 µM; % is scaled to controls: 0 for no effect and ±100 for the full control effect; nearly all actives have a fitted effect of over 65% in size
# FUS suppressor – qHTS for Suppressors of FUS Proteinopathy: Primary screen using FUS-linked yeast assay. S. cerevisiae FUS-expressing, growth rescue, OD600, 24 h. Potency, µM (titrated, usually from 76.6 µM), for the others: at the top dose growth rescue (activation), actives largely listed as activators. hit rate 0.24% among 390,000. AID 1347120, 2019;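 also: potency is read from the fitted curve at half-maximal effect; plate controls were DMSO vehicle for no effect and reference control for full effect; nearly all actives have a fitted effect of over 55% in size; some results filed as inactive show a strong effect at the top dose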
#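 S. cerevisiae expressing FUS from galactose induction served as the toxicity model. Growth after 24hr at 30C, read as absorbance at 600 nm, indicates suppression of toxicity; compounds dosed at several concentrations.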
# PI5P4Ka inh – qHTS for Inhibitors of phosphatidylinositol 5-phosphate 4-kinase (PI5P4K) | PI5P4Kalpha enzyme, ADP-Glo luminescence, 60 min; hits give low values | Phosphatidylinositol 5-phosphate 4-kinase type-2 alpha (Homo sapiens), P48426 | max response, % | hit rate 1.2% among 330,000 | AID 652105, 2013; active = max response of -50% or lower; inconclusive = between -30% and -50%; inactive = -30% or higher; also: value at the top dose of about 77 µM; % is scaled to controls: 0 for no effect and ±100 for the full control effect
#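 Enzyme plus substrate dispensed, test compounds pinned in, then ATP (5 microM final) added. After 60 min at RT, ADP-Glo reagent 1 for 45 min and reagent 2 for 30 min preceded luminescence imaging.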
# EPAC1 antag – qHTS for Antagonist of cAMP-regulated guanine nucleotide exchange factor 3 (EPAC1): primary screen. Rap guanine nucleotide exchange factor 3 (Homo sapiens), O95398. EPAC1 GEF assay, Rap1b-BODIPY-GDP exchange fluorescence. Potency, µM (highest dose often 115 µM), inactives show top-dose activity change, negative = inhibition, actives largely listed as inhibitors. hit rate 0.14% among 360,000;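 also: potency is read from the fitted curve at half-maximal effect; plate controls were vehicle for no effect and positive control for full effect; nearly all actives have a fitted effect of over 50% in size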
# Abeta rescue – qHTS for compounds that reverse cellular toxicity of Amyloid beta (A-beta) peptide in yeast: Primary Screen; yeast expressing A-beta42, growth rescue, OD600, 48 h; response scale: 0% DMSO, 100% iron-clioquinol control; Potency, µM (doses to about 46.1 µM), inactives show top-dose growth rescue, usual class: activators; hit rate 0.063% among 410,000; AID 1347071, 2019; also: potency is read from the fitted curve at half-maximal effect; nearly all actives have a fitted effect of over 55% in size
#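 Yeast A-beta toxicity model in growth medium with pinned compounds, 48 h at 30 C; growth read as absorbance at 600 nm. Normalized to FeCl3/clioquinol equimolar mix (positive) and DMSO (negative).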
# WRN helicase inh – qHTS for Inhibitors of WRN Helicase; hit rate 0.46% among 360,000; WRN helicase unwinding, fluorescent forked duplex, kinetic; Potency, µM (series often up to 114 µM), for inactives: at the top dose activity change, negative = inhibition, most hits filed as inhibitors; AID 651768, 2012; Bifunctional 3'-5' exonuclease/ATP-dependent helicase WRN (Homo sapiens), Q14191; also: potency is read from the fitted curve at half-maximal effect; % is scaled to controls: 0 for no effect and ±100 for the full control effect; nearly all actives have a fitted effect of over 55% in size
#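 Screening of the MLSMR collection measured strand separation of a quenched forked DNA duplex (100 nM) by 20 nM WRN with 2 mM ATP, all final. Compounds were preincubated with enzyme 15 min at room temperature.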
# IL-2 act – qHTS of IL-2 Activators. IL-2 activation reporter assay, cell-based qHTS; stimulated with anti-CD3/CD4/CD28 beads; in transgenic mouse T cells. activation, % (series mostly up to about 46 µM). hit rate 0.065% among 360,000; in the data active = activation above about 50%; inconclusive = mostly about 30% to 49%; also: 0% is about no effect
#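 Unstimulated transgenic mouse T cells; 60-min compound exposure; bead-based TCR/CD4/CD28 stimulation; 18 h culture, 37 degrees C; dual fluorescence (EGFP, DsRed) plate cytometry.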
# An asterisk follows results filed as active; u = inconclusive; x = not tested or not shown; & = joins results of further samples; [ ] = another dose, or the depositor's remark. Unless noted, calls follow the shape of the dose curve; as a rule, active = well fitted curve in the direction sought with a large enough effect; inconclusive = small, poorly fitted or top-dose-only effect, or another doubt; inactive = no such curve, though single readings can be large; an effect the other way counts as inactive or inconclusive.
# Below each SMILES: EPAC1 ag	PLK1 PBD inh	FUS suppressor	PI5P4Ka inh	EPAC1 antag	Abeta rescue	WRN helicase inh	IL-2 act
- COc1cccc(OC(=O)c2cc3ccccc3oc2=O)c1
→ -9%	-5%	5%	-4	-15%	-14%	-33%	-2.2
- O=C(Oc1oc(-c2ccco2)nc1C=Nc1ccccc1)c1ccoc1
→ 7%	4.7µM*	-18%	x	3%	-25%	-6%	-1.8
- COC(=O)C1CCN(C(=O)Cc2ccc(C)cc2)CC1
→ 3%	0%	-3%	9	7%	12%	4%	0.0
- ON=C1CCCCCCCC1
→ 9%	-1%	x	2	-6%	-1%	-6%	-3.0
- O=C(Cn1nc(C(F)(F)F)c2c1CCC2)NC1CCCCC1
→ 1%	0%	-7%	-2	-4%	12%	-1%	-1.5
- CCN(CC)S(=O)(=O)c1ccc(NC2c3ccccc3C(=O)N2Cc2ccco2)cc1 (stereo unspecified)
→ 2%	-10%	41%	3	-8%	8%	-9%	-3.2
- COc1ccc(N(CC(=O)NC(C)(C)C)C(=O)CCC(=O)Nc2nccs2)cc1
→ 0%	-3%	-2%	-11	0%	-2%	3%	-0.5
- O=C(Nc1ncc2c(n1)-c1ccccc1CC2)C1CC1
→ -11%	-27%	5%	6	-2%	-16%	3%	0.1
- CN(c1ccc(F)cc1)S(=O)(=O)c1ccc(Cl)c(C(=O)Nc2ccncc2)c1
→ -1%	-4%	-11%	-4	1%	8%	0%	-6.6
- COc1ccc(S(=O)(=O)N2CCOCC2)cc1NC(=O)COc1ncnc2ccccc12
→ 5%	-2%	-16%	8	-1%	13%	-10%	0.1
- C[C@H](CO)N1C[C@H](C)[C@@H](CN(C)Cc2ccc(C(=O)O)cc2)Oc2ccc(NC(=O)Cn3cnnn3)cc2C1=O
→ 6%	-11%	-4%	0	4%	-3%	-4%	0.0
- O=C(N[C@H]1C/C=C\C[C@@H](CC(=O)N(CCO)Cc2ccccc2)C(=O)N[C@H](Cc2c[nH]c3ccccc23)COC1=O)OCC1c2ccccc2-c2ccccc21
→ -13%	-11%	20µM*	-12	-29%	5%	-3%	-3.7
- CCn1c(O)c(C=Nc2ccccc2)sc1=S
→ -9%	-2%	7%	3	-26%	6%	-13%	3.8
- Cc1cccc(C(C)C)c1NC(=O)COC(=O)CCN1C(=O)C2CC=CCC2C1=O (stereo unspecified)
→ 3%	2%	u	2	0%	-6%	-7%	1.6
- Cc1ccc(C(=O)OCC(=O)Nc2ccc(N3CCOCC3)cc2)cc1
→ 0%	-9%	16%	2	-14%	-2%	12%	-3.5
- O=C(Nc1cc(S(=O)(=O)N2CCOCC2)ccc1N1CCOCC1)c1ccccc1F
→ 12%	-4%	11%	-2	9%	-1%	1%	0.2
- CCc1ccc(N(C(=O)CCC(=O)Nc2cc(C)on2)C(C(=O)NC2CCCC2)c2ccco2)cc1 (stereo unspecified)
→ 1%	-2%	7%	2	-4%	-4%	0%[57.1 µM]	-1.8
- O=C(CN1CCN(S(=O)(=O)c2cccc(F)c2)CC1)Nc1ccnn1C1CCCC1
→ -11%	-17%	-14%	-4	6%	-14%	3%	0.9
- COc1cc(NC(=O)CCc2nnc3ccc(N4CCCC4)nn23)cc(OC)c1OC
→ 2%	u	-15%	-3	-22%	8%	6%	-1.4
- COc1ccc(/C(O)=C/C(=O)C(=O)NNC(=O)c2ccccc2)cc1
→ 2%	-8%	32%	-2	0%	-5%	8%	-0.3

# Reformatted: results already given.
O=C(Cn1nc(C(F)(F)F)c2c1CCC2)NC1CCCCC1
  EPAC1 ag = 1%	PLK1 PBD inh = 0%	FUS suppressor = -7%	PI5P4Ka inh = -2	EPAC1 antag = -4%	Abeta rescue = 12%	WRN helicase inh = -1%	IL-2 act = -1.5

CN(c1ccc(F)cc1)S(=O)(=O)c1ccc(Cl)c(C(=O)Nc2ccncc2)c1
  EPAC1 ag = -1%	PLK1 PBD inh = -4%	FUS suppressor = -11%	PI5P4Ka inh = -4	EPAC1 antag = 1%	Abeta rescue = 8%	WRN helicase inh = 0%	IL-2 act = -6.6

# New compounds follow.
# Below each SMILES: EPAC1 ag	PLK1 PBD inh	FUS suppressor	PI5P4Ka inh	EPAC1 antag	Abeta rescue	WRN helicase inh	IL-2 act
- CCOc1ccc(C(=O)CCC(=O)N2CCN(S(=O)(=O)c3cccc(F)c3)CC2)cc1
→ 19%	-3%	5%	0	3%	2%	-4%	0.6
- CC(C)c1ccc(/C=N/N2CCCCC2)cc1
→ 5%	-12%	28%	6	-3%	-3%	-21%	3.0
- COc1ccccc1C1c2ccc3ccccc3c2Oc2ncn(CCN(C)C)c(=N)c21 (stereo unspecified)
→ 11%	-8%	22%	9	-1%	-16%	17%	-0.7
- CN1CCN(C(=O)CNC(=O)c2cccs2)CC1
→ -3%	5%	-16%	-5	1%	-5%	-8%	-0.8
- O=C(c1ccccc1F)N1CCN=C1SCc1cccnc1
→ 0%	-3%	-13%	1	-5%	4%	3%	1.2
- CN1CCCc2cc(C=O)ccc21
→ 0%	u	17%	-4	-28%	2%	2%	-0.5
- N#Cc1ccc(-c2ccccc2)nc1SCC(=O)c1cc2ccccc2oc1=O
→ -10%	-12%	19%	u	12%	16%	-5%	-0.5
- CN(CCC#N)C(=O)COc1ccc(Br)cc1Cl
→ -1%	-17%	9%	-5	-4%	-17%	-1%	0.9
- Cn1/c(=N\NC(=O)c2ccccc2Cl)sc2ccccc21
→ 7%	-22%	8%	-10	11%	-5%	-14%	-0.2
- Cc1cc(C)n(-c2nc3ccccc3nc2Nc2ccc(CC(=O)O)cc2)n1
→ -3%	-2%	12%	2	-15%	1%	0%	1.3
- Cc1ccc(S(=O)(=O)N2CCC(=O)N([C@H](COCc3ccc(Cl)cc3)C(C)C)CC2)cc1
→ -7%	-4%	u	-6	-10%	-22%	-7%	0.4
- Nc1ccn(CC(=O)NCCCc2ccccc2)c(=O)n1
→ -10%	-2%	-21%	0	15%	-22%	2%	0.3
- Cc1ccc(NC(=O)CSC2=C(C#N)C(c3ccc4c(c3)OCO4)C3=C(CCCC3=O)N2)c(C)c1 (stereo unspecified)
→ 10%	-14%	u	x	6%	11%	-11%	-1.3
- COc1ccccc1Nc1nn2c(=O)c3ccc(C(=O)N4CCC(C)CC4)cc3nc2s1
→ 2%	0%	u	4	-2%	13%&-10%	-7%	1.2
- Cc1cc(-c2ccccc2)nc2oc3c(c12)NC(=O)CN(c1ccccc1)C3=O
→ 9%	-6%	7%	1	-4%	-5%	0%	-2.2
- CCOc1ccc(OCc2ccc(C(=O)NN=Cc3ccc[nH]3)cc2)cc1
→ -3%	-15%	17%	-11	-15%	8%	u	0.5
- COc1ccc(/C(O)=C2\C(=O)C(=O)N(CCN(C)C)C2c2cc(OC)c(OC)c(OC)c2)c(C)c1 (stereo unspecified)
→ 0%	-3%	-5%	7	0%	13%	3%	-0.1
- CN(Cc1ccccc1)CC1C2CCC(C2)C1O (stereo unspecified)
→ 5%	-14%	0%	3	-13%	17%	5%	-0.3
- Cc1ccc(S(=O)(=O)N(CC(=O)N/N=C/c2cccc3c2OCCO3)c2ccccc2F)cc1
→ 10%	u	45%	-20	-18%	0%	-3%	0.3
- Cc1ccc2nc(N3C(=O)CNC3=S)sc2c1
→ 5%	-26%	8%	u	-16%	-6%	1%	-2.5
- Cc1ccc(Nc2nnc(SCC3CCCCO3)s2)cc1 (stereo unspecified)
→ -4%	-2%	5%	-5	9%	24%	-2%	0.4
- CCOC(=O)C1CCN(S(=O)(=O)c2ccc3[nH]c(=O)ccc3c2)CC1
→ -11%	0%	-10%	-3	7%	-4%	7%	0.3
- O=C(N/N=C/C(Br)=C/c1ccccc1)c1ccccc1F
→ 0%	u	8%	8	-39%	-25%	-11%	-5.0
- C#CCOCCOCCOCCNc1nc(N2CCN(C(=O)[C@H]([C@@H](C)CC)n3cc([C@@H](N)CC(C)C)nn3)CC2)nc(N2CCN(C(=O)[C@H]([C@@H](C)CC)n3cc([C@@H](N)CC(C)C)nn3)CC2)n1
→ -4%	-17%	21%	1	-7%	2%	0%	0.8
- CCN1C=C(C(=O)OC)C(c2cccc(C)c2)C(C(=O)OC)=C1
→ -1%	-15%	8%	1	-4%	-7%	-5%	-0.3
- CC1CN(C(=O)Nc2cccc(C(F)(F)F)c2)CC(C)O1 (stereo unspecified)
→ 2%	-12%	-8%	0	-5%	4%	1%	-1.5
- c1ccc(-c2cc3c(N4CCN(c5ccccc5)CC4)ncnc3s2)cc1
→ 17%	u	22%	-3	6%	5%	-9%	-0.3
- CCCCNC(=O)N1c2ccccc2CC1C (stereo unspecified)
→ 0%	-11%	6%	0	-23%	5%	-4%	-2.7
- Cc1ccc(S(=O)(=O)NNc2nnc(C)c(=O)[nH]2)cc1
→ 3%	-1%	-7%	-1	-8%	8%	-10%	-0.4
- O=C(CSc1ccc(Cl)cc1)N1N=CCC1c1ccccc1 (stereo unspecified)
→ 10%	0%	16%	-6	-15%	-30%[inhibitor]	-10%	-0.9

# Shown with each value named: part of the list above
c1ccc(-c2cc3c(N4CCN(c5ccccc5)CC4)ncnc3s2)cc1
- EPAC1 ag: 17%
- PLK1 PBD inh: u
- FUS suppressor: 22%
- PI5P4Ka inh: -3
- EPAC1 antag: 6%
- Abeta rescue: 5%
- WRN helicase inh: -9%
- IL-2 act: -0.3

CCCCNC(=O)N1c2ccccc2CC1C (stereo unspecified)
- EPAC1 ag: 0%
- PLK1 PBD inh: -11%
- FUS suppressor: 6%
- PI5P4Ka inh: 0
- EPAC1 antag: -23%
- Abeta rescue: 5%
- WRN helicase inh: -4%
- IL-2 act: -2.7

Cc1ccc(S(=O)(=O)NNc2nnc(C)c(=O)[nH]2)cc1
- EPAC1 ag: 3%
- PLK1 PBD inh: -1%
- FUS suppressor: -7%
- PI5P4Ka inh: -1
- EPAC1 antag: -8%
- Abeta rescue: 8%
- WRN helicase inh: -10%
- IL-2 act: -0.4
